Source: PubChem BioAssay
MCF10A rerep: A quantitative high throughput screen for small molecules that induce DNA re-replication in MCF 10a normal breast cells. MCF 10A DNA re-replication, Hoechst nuclear intensity, 48 h. Potency, µM (top dose mostly 46.1 µM), for the others: top-dose activity, positive = re-replication, actives largely listed as activators. 2.9% of 350,000 active. AID 624296, 2012; further: % of control where 0% means no effect; nearly all actives have a fitted effect of over 50% in size
HepG2 viability: qHTS for Inhibitors of TGF-b: Cytotox Counterscreen. HepG2 CAGA-GFP viability, ATP luminescence, 18 h. 0.76% of 410,000 active. Potency, µM (titrated, usually from 46.1 µM), for inactives: at the top dose activity change, negative = cytotoxicity, usual class: cytotoxic; further: some results filed as inactive show a strong effect at the top dose
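HepG2 CAGA-GFP cells (1000/well, DMEM with 1% FBS) received compound, then TGF-beta at 500 pg/mL final, and were incubated 18 hours at 37 degrees C. Viability was read by CellTiter-Glo luminescence. Media-only wells were set as complete cell-killing and DMSO as no toxicity.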
Nrf2 block: Nrf2 qHTS screen for inhibitors; Potency, µM (top dose mostly 46 µM), for inactives: top-dose activity change, negative = inhibition, actives largely listed as inhibitors; A549 ARE-Fluc reporter, luciferase luminescence, 18-24 h; 2.1% of 360,000 active; AID 504444, 2011; further: on the % scale 0 is the no-effect control and ±100 the full control effect; nearly all actives have a fitted effect of over 60% in size
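A549 ARE_Fluc cells (5000/well, 5% FBS OPTI-MEM) pre-incubated 2 h, then treated with compounds 18-24 h at 37C/5% CO2 in concentration-response. CellTiter-Fluor viability read first; BugLite luciferase luminescence after 15 min at room temperature gives Nrf2 activity.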
EPAC2 antagonist: qHTS for Antagonist of cAMP-regulated guanine nucleotide exchange factor 2 (EPAC2): primary screen. Rap guanine nucleotide exchange factor 4 (Homo sapiens), Q8WZA2. EPAC2 GEF exchange of Rap1B-BODIPY-GDP, fluorescence. Potency, µM (highest dose often 114 µM), for inactives: at the top dose activity, negative = inhibition, actives largely listed as inhibitors. 0.18% of 360,000 active; further: on the % scale 0 is the no-effect control and ±100 the full control effect; nearly all actives have a fitted effect of over 45% in size; many of its hits are not listed in these tables
Target sequence (Q8WZA2 whole entry, looked up): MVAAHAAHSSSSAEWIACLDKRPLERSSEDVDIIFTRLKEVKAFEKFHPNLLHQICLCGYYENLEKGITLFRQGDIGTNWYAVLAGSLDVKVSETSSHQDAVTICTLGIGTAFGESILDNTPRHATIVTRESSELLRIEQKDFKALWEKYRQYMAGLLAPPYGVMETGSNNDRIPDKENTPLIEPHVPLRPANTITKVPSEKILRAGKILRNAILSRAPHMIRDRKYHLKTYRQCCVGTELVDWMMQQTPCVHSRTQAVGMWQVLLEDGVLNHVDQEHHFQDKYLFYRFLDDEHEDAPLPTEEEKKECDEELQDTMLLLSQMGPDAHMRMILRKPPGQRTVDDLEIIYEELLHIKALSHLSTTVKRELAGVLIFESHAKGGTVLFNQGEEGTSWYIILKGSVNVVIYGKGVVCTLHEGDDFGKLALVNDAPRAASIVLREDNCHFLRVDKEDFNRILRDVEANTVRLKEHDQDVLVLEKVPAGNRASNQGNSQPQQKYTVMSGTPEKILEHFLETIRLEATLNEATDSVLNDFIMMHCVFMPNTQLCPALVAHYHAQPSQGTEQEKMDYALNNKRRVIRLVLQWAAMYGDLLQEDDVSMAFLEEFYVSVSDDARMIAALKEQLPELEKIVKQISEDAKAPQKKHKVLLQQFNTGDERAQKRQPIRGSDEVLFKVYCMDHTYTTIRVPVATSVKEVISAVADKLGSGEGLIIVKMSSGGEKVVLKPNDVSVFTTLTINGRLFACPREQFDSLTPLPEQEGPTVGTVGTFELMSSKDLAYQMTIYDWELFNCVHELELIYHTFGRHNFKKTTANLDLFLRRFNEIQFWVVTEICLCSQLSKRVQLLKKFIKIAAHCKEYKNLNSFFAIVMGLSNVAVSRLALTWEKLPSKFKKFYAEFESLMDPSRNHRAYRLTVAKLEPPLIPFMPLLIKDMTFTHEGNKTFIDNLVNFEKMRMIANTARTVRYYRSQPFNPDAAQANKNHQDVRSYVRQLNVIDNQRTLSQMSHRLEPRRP
TGFb SMAD3 inh: qHTS for Inhibitors of TGF-b; 1.2% of 410,000 active; HepG2 CAGA-GFP TGF-b/SMAD3 reporter, GFP fluorescence, 18 h; TGF-beta stimulated, 500 pg/mL final; AID 588855, 2011; Potency, µM (highest dose often 46.1 µM), for the others: at the top dose activity, negative = inhibition, actives largely listed as inhibitors; further: on the % scale 0 is the no-effect control and ±100 the full control effect; nearly all actives have a fitted effect of over 65% in size
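GFP signal (ex488/em500-530) from TGF-beta-stimulated HEPG2 CAGA-GFP cells, 500 pg/mL final, 18 h at 37 degrees C in DMEM plus 1% FBS, normalized to unstimulated and DMSO-stimulated controls.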
ATXN viability: Viability Counterscreen for Primary qHTS for Inhibitors of ATXN expression | 0.49% of 400,000 active | S2 cells (HEK-293 line with an ATXN2-luciferase reporter) viability, CellTiter-Fluor protease fluorescence, 24 h | Potency, µM (doses to about 56.7 µM), hits mostly cytotoxic | AID 651635, 2014; further: nearly all actives have a fitted effect of over 40% in size
A549 tox: Nrf2 qHTS screen for inhibitors: counterscreen for cytotoxicity; AID 504648, 2011; 0.16% of 390,000 active; A549 ARE-Fluc cells, CellTiter-Fluor viability, 18-24 h; Potency, µM (titrated, usually from 46 µM), for inactives: at the highest dose activity change, negative = cytotoxicity, actives largely listed as inhibitors; further: on the % scale 0 is the no-effect control and ±100 the full control effect
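A549 ARE_Fluc cells in 5% FBS OPTI-MEM were exposed to compounds in concentration-response for 18-24 h at 37 deg C. Viability was read by CellTiter-Fluor fluorescence (Ex 405/Em 525) after 30 min, before the luciferase read.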
Nrf2 activator: qHTS of Nrf2 Activators; AREc32 ARE-luciferase reporter (MCF7-derived line), luminescence, 24 h; Potency, µM (highest dose often 46.1 µM), for the others: top-dose activation, actives largely listed as activators; 0.31% of 410,000 active; AID 624171, 2012; further: % of control where 0% means no effect; nearly all actives have a fitted effect of over 65% in size
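For detection, Steady-Glo was added and plates sat 30 min at RT; before that, AREc32_Fluc cells grown overnight in OPTI-MEM/5% FBS had been treated with 23 nL compound for 24 hr at 37 deg C.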
ATXN2 expr inh: Primary qHTS for Inhibitors of ATXN expression. HEK-293 ATXN2-luciferase reporter, luminescence, 24 h. Potency, µM (doses to about 57 µM), for inactives: at the top dose activity change, negative = inhibition, usual class: inhibitors. 0.72% of 360,000 active; further: on the % scale 0 is the no-effect control and ±100 the full control effect; nearly all actives have a fitted effect of over 55% in size
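ATXN2-luciferase reporter cells (luciferase flanked by upstream and downstream ATXN2 gene portions) were treated 24 h at 37 °C with compounds at up to 57 uM. SteadyGlo luminescence gave expression; GF-AFC fluorescence gave viability.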
An asterisk follows results filed as active; i = inactive; ? = inconclusive; / = no result given; & = joins results of further samples; [ ] = remark or other dose. The call rests on the fitted dose curve; in most records, active means well fitted curve in the direction sought with a large enough effect; inconclusive means small, poorly fitted or top-dose-only effect, or another doubt; inactive means no such curve, though single readings can be large; an effect the other way counts as inactive or inconclusive. Potency means the concentration at half of the fitted maximal effect.

SMILES	MCF10A rerep	HepG2 viability	Nrf2 block	EPAC2 antagonist	TGFb SMAD3 inh	ATXN viability	A549 tox	Nrf2 activator	ATXN2 expr inh
CC(=O)N1CCN(S(=O)(=O)c2cccc(C(=O)Nc3ccc4c(c3)CCC4)c2)CC1	16%	-15%	-27%	-8%	-11%	i	4%	3.7%	1%
CCC(=O)OCC(=O)C1(OC(=O)CC)[C@H](C)C[C@H]2[C@H]3[C@H]([C@@H](O)C[C@@]21C)[C@@]1(C)C=CC(=O)C=C1C[C@H]3Cl (some centres not stated)	1%	2%	0.052µM*	0%	31%	i	-8%	0.1%	-14%
OC(CSc1ccccc1)CN1CCN(c2ccccc2)CC1 (configuration not stated)	20%	-4%	-2%	10%	-1%	i	0%	2.0%	0%
COc1ccc(S(=O)(=O)N(Cc2cccs2)C2CCCC2)cc1	?	-35%	-18%	-1%	4%	i	2%	0.0%	-11%
Cc1cc(C(=O)Nc2ccc(Cl)cc2)c2c(C)nn(-c3ccccc3)c2n1	/	6%	/	/	?	i	-4%	-0.5%	4%
CCOC(=O)C1CCN(C(=O)c2cccc(C(=O)N3CCC(C(=O)OCC)CC3)c2)CC1	-5%	1%	16%	14%	4%	i	-1%[1.84 µM]	-0.8%	-1%
Cc1cnc(C(=O)OCC(=O)Nc2cc(S(=O)(=O)N3CCOCC3)ccc2Cl)cn1	1%	7%	10%	1%	-12%	i	-2%	0.6%	-3%
COc1ccccc1C(=O)N/C(=C\c1cn(S(=O)(=O)N(C)C)c2ccccc12)C(=O)NCCCN1CCOCC1	13%	-1%	8%	2%	3%	i	?	0.3%	5%
Cn1nc(C(=O)OCC(=O)Nc2cc(Cl)ccc2C#N)c2ccccc2c1=O	1%	-8%	-1%	-6%	-9%	?	-1%	7.3%	5%
COc1cccc(-c2cc(CC3(O)CCN(CCCc4ccccc4)CC3)on2)c1	?	-3%	-9%	2%	-1%	i	3%	3.1%	-48%

Reformatted with each value named: part of the list above
structure: OC(CSc1ccccc1)CN1CCN(c2ccccc2)CC1 (configuration not stated)
  MCF10A rerep = 20% | HepG2 viability = -4% | Nrf2 block = -2% | EPAC2 antagonist = 10% | TGFb SMAD3 inh = -1% | ATXN viability = i | A549 tox = 0% | Nrf2 activator = 2.0% | ATXN2 expr inh = 0%

structure: COc1ccc(S(=O)(=O)N(Cc2cccs2)C2CCCC2)cc1
  MCF10A rerep = ? | HepG2 viability = -35% | Nrf2 block = -18% | EPAC2 antagonist = -1% | TGFb SMAD3 inh = 4% | ATXN viability = i | A549 tox = 2% | Nrf2 activator = 0.0% | ATXN2 expr inh = -11%

structure: Cc1cc(C(=O)Nc2ccc(Cl)cc2)c2c(C)nn(-c3ccccc3)c2n1
  MCF10A rerep = / | HepG2 viability = 6% | Nrf2 block = / | EPAC2 antagonist = / | TGFb SMAD3 inh = ? | ATXN viability = i | A549 tox = -4% | Nrf2 activator = -0.5% | ATXN2 expr inh = 4%

structure: CCOC(=O)C1CCN(C(=O)c2cccc(C(=O)N3CCC(C(=O)OCC)CC3)c2)CC1
  MCF10A rerep = -5% | HepG2 viability = 1% | Nrf2 block = 16% | EPAC2 antagonist = 14% | TGFb SMAD3 inh = 4% | ATXN viability = i | A549 tox = -1%[1.84 µM] | Nrf2 activator = -0.8% | ATXN2 expr inh = -1%

(further entries)
SMILES	MCF10A rerep	HepG2 viability	Nrf2 block	EPAC2 antagonist	TGFb SMAD3 inh	ATXN viability	A549 tox	Nrf2 activator	ATXN2 expr inh
CC1=C(C(=O)OC(C)C)C(c2ccc(C)o2)C(C(=O)OC(C)C)=C(C)N1	-14%	6%	0%	?	?	i	-1%	3.1%	-32%
CCOc1ccc(CN2CCN(S(=O)(=O)c3ccc(Cl)cc3)CC2)cc1	/	-23%	?	/	?	i	7%	6.0%	-17%
Cc1ccc(CNC(=O)c2c(-c3ccccc3)noc2C)cc1	10%	-11%	-5%	0%	0%	i	-5%	-0.1%	3%
CC(C)CCN1C(=O)CCC1(C)C(=O)NC1CCCCCC1 (configuration not stated)	-11%	3%	9%	8%	-21%	i	-9%	0.1%	-7%
Cc1ccc(C2C3C(=O)N(c4ccccc4)C(=O)C3N3CCCN23)cc1 (configuration not stated)	-2%	18%	16%	9%	23%	i	-2%	0.4%	/
Cc1cccc2c(=O)c(Br)c(C)n(Cc3ccccc3)c12	-9%	-3%	-4%	-1%	-1%	i	13%	12%	0%
CCC1=NN(C(=O)Cc2ccc([N+](=O)[O-])cc2)C(O)(c2ccncc2)C1 (configuration not stated)	-11%	19%	0%	18%	7%	i	0%	0.2%	-32%[11.3 µM]
CCC(=O)NC(c1cccs1)c1ccc2cccnc2c1O (configuration not stated)	22%	1%	?	?	1µM*	?	-8%&-11%	-0.9%	/
O=C(CCN1C(=O)/C(=C/c2ccc(Cl)cc2)SC1=S)NCCCn1ccnc1	0%	-25%	?	-3%	-18%	i	-7%	19%	/
Cc1cc(C)cc(N(CC(=O)N2CCCCCC2)S(C)(=O)=O)c1	-1%	3%	-1%	1%	-3%	i	-4%	-1.1%	6%
Cc1ccc(CCSCC(=O)O)cn1	0%	0%	5%	9%	-29%	?	-6%	0.0%	-1%
Cc1ccc(Cc2ccccc2C(=O)O)cc1	-4%	-3%	-4%	-1%	?	i	-1%	-0.1%	4%
Cc1cccc(NS(=O)(=O)c2ccc(C(=O)NCC(c3ccco3)N(C)C)cc2)c1C (configuration not stated)	15%	-3%	?	-5%	11%	i	1%	7.7%	-5%
O=S(=O)(c1ccccc1)N1N=C(c2ccc(O)cc2)CC1c1ccco1 (configuration not stated)	-23%	-13%	?	-12%	?	i	4%	2.8%	-19%
Cc1cc(C)c2oc(C(=O)Nc3ccc(S(=O)(=O)N4CCCCCC4)cc3)cc(=O)c2c1	/	-29%	-26%	/	?	i	1%	-1.1%	13%
S=c1[nH]ncn1/N=C/c1ccccc1	5%	-1%	/	1%	5%	i	-1%	0.5%	7%
CC1=CC(C)(C)Nc2ccc(OC(=O)c3ccco3)cc21	4.1µM*	-104%	?	-5%	-22%	?	5%	-2.8%	32µM*
N#Cc1ccc(N2CCc3ccccc3C2)c([N+](=O)[O-])c1	1%	-5%	-8%	8%	4%	?	-1%	0.0%	0%
CCOCCCNC(=O)Cn1cnc2c(cnn2-c2ccc(F)cc2)c1=O	-2%	9%	-3%	9%	2%	i	-8%	-0.5%	/
CCCNC(=O)CN1CCN(S(=O)(=O)c2ccc(Br)s2)CC1	14%	-2%	-21%	9%	-2%	i	6%	-0.6%	-9%
O=C(O)c1ccc(-c2nnn(Cc3cccc(C(F)(F)F)c3)n2)cc1	1%	0%	-19%	-11%	-15%	i	0%	-0.4%	/
CCOC(=O)C(C(=O)c1ccccc1)C1CC(C)NC(=S)N1 (configuration not stated)	-2%	6%	-1%	11%	?	i	1%	2.9%	-2%
CS(=O)(=O)Nc1ccc2[nH]c(=O)[nH]c2c1	-3%	-2%	?	8%	3%	i	1%	-0.4%	11%
COc1ccccc1Cc1c(-c2ccc(C#N)cc2)nc2c(Cl)cc(C(F)(F)F)cn12	/	/	/	-24%	/	i	/	?	-2%
O=S1(=O)CCC(NC2CCCC2)C1 (configuration not stated)	-17%	1%	2%	-11%	-16%	i	-1%	-0.1%	1%
CC(NC(=O)c1ccccc1NS(C)(=O)=O)c1ccccc1 (configuration not stated)	-3%	10%	/	0%	?	?	4%	0.3%	-1%
CCCN1CCC(N2CCN(c3cccc(C(F)(F)F)c3)CC2)CC1	?	-28%	1%	10%	-11%	i	18%	2.9%	-16%
O=C(O)c1ccccc1CC(CCc1ccccc1)C(=O)O (configuration not stated)	1%	8%	1%	23%	3%	i	1%	0.0%	-3%
COc1cccc(Cn2c(=O)n(CCc3ccccc3)c(=O)c3c2c2cc(OC)ccc2n3C)c1	/	-1%	26%	/	0%	i	-1%	-0.1%	5%
O=C(N/N=C/c1cccnc1)C(O)(c1ccccc1)c1ccccc1	1%	8%	-11%	-4%	1%	i	0%	-0.3%	1%
CC(C)C[C@@H](CO)NS(=O)(=O)c1cc(Cl)ccc1F	-1%	15%	0%	9%	0%	i	-5%	1.4%	1%
COC(=O)N/N=C\c1ccc(OC/C=C/c2ccccc2)c(OC)c1	-1%	0%	4%	-9%	-3%	i	-3%	-0.5%	3%
CCc1cc(C(=O)N2CCCC(Nc3ccc(F)c(F)c3)C2)n(C)n1 (configuration not stated)	-2%	-4%	-18%	3%	-44%	i	-2%	-1.0%	1%
COc1ccc(NC(=O)C2Cc3c(-c4cccc(NC(C)=O)c4)ccnc3O2)cn1 (configuration not stated)	/	-10%	/	0%	?	i	/	-1.4%	2%
O=C(/C=C/c1ccc([N+](=O)[O-])cc1)NCCSCc1ccco1	-3%	-4%	15%	-1%	3%	i	7%	4.3%	9%

Quoted at random: three compounds from above, in no set order.
SMILES	MCF10A rerep	HepG2 viability	Nrf2 block	EPAC2 antagonist	TGFb SMAD3 inh	ATXN viability	A549 tox	Nrf2 activator	ATXN2 expr inh
CC(C)C[C@@H](CO)NS(=O)(=O)c1cc(Cl)ccc1F	-1%	15%	0%	9%	0%	i	-5%	1.4%	1%
CCCNC(=O)CN1CCN(S(=O)(=O)c2ccc(Br)s2)CC1	14%	-2%	-21%	9%	-2%	i	6%	-0.6%	-9%
Cc1ccc(C2C3C(=O)N(c4ccccc4)C(=O)C3N3CCCN23)cc1 (configuration not stated)	-2%	18%	16%	9%	23%	i	-2%	0.4%	/

Only part of the results is shown (hit frequency here may not be typical).
